# CCR6 antag = blocks CCL20-driven beta-arrestin recruitment at human CCR6. inhibition, % at 20 µM. 340,000 compounds, 0.49% hits. CHO-K1 CCR6 PathHunter beta-arrestin, luminescence, CCL20-stimulated. P51684;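 active = compounds whose inhibition of the agonist-driven luminescence signal at 20 µM reaches about 50%, limit read from the data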;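 note: cells stimulated with CCL20 at 14 nM final; plate controls were DMSO with CCL20 for no effect and DMSO without agonist for full effect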
# Target sequence (P51684 whole entry, looked up): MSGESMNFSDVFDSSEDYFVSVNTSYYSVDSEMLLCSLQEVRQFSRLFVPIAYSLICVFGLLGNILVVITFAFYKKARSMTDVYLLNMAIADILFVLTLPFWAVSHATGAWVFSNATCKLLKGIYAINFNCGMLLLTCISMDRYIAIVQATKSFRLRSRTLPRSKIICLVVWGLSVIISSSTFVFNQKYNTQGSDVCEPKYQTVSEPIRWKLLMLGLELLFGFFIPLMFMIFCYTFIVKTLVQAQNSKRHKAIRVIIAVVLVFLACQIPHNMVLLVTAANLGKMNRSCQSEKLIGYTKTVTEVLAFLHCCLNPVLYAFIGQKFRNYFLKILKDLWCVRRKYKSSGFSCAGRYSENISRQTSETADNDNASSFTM
# EBI2 antag = antagonists of human EBI2 receptor; EBI2 beta-arrestin recruitment, luminescence, 7a,25-OHC stimulated; P32249; 360,000 compounds, 0.81% hits; inhibition, % at 5 µM; in the data active = inhibition above about 38%;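 note: enzyme fragment complementation signal reports receptor beta-arrestin coupling in cells; 0% = agonist plus DMSO wells and 100% = wells without agonist; some results beyond the cut were filed as inactive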
# 697 NFkB inh = inhibitors of the PMA/ionomycin-induced NF-kB reporter in 697 B cells | inhibition, % at 4 µM | 697 B-cell NF-kB luciferase reporter, 16 h | 330,000 compounds, 0.33% hits; in the data active = inhibition above about 35%
# APJ antag = blocks the human apelin receptor APJ. P35414. CHO-K1 APJ beta-arrestin complementation, luminescence. inhibition, % at 20 µM. 330,000 compounds, 0.32% hits. AID 2521;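 active = inhibition above about 40% at 20 µM, limit read from the data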;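 note: cells challenged with 10 nM apelin-13 agonist together with compound; plate controls were apelin-13 plus DMSO wells for no effect and DMSO wells lacking apelin-13 for full effect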
# CXCR6 block = CXCR6 (human) receptor inhibition | CHO-K1 PathHunter CXCR6 beta-arrestin, luminescence | O00574 | inhibition, % at 20 µM | 360,000 compounds, 0.36% hits; in the data active = inhibition above about 34%, passing the limit was not always enough;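 note: antagonist mode with CXCL16 agonist at 10 nM final; 0% = 10 nM CXCL16 with DMSO and 100% = unstimulated wells without agonist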
# Target sequence (O00574 whole entry, looked up): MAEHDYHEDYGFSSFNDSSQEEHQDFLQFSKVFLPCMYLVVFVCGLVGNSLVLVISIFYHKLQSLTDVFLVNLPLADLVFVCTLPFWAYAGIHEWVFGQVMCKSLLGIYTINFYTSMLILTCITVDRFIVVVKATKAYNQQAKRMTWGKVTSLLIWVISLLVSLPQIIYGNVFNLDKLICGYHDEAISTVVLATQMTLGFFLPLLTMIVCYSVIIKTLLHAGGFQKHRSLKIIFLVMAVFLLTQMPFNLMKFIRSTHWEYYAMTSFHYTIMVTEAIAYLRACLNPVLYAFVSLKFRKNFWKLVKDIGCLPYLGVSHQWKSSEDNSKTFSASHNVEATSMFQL
# UBC13 inh = human UBC13 polyubiquitination inhibition; inhibition, % at 20 µM; P61088; AID 485273; 330,000 compounds, 0.47% hits; UBC13 polyubiquitin chain formation, TR-FRET; in the data active = inhibition above about 45%, passing the limit was not always enough
# Target sequence (P61088 whole entry, looked up): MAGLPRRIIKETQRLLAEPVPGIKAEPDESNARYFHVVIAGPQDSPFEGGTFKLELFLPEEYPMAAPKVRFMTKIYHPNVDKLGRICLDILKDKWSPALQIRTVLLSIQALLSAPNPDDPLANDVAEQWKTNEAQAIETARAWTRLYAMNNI
# Gli-Sufu block = antagonists of Gli-Sufu signaling; Sufu-KO-LIGHT fibroblasts, Gli luciferase reporter luminescence; inhibition, % at 5 µM; 340,000 compounds, 0.74% hits;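 active = inhibition above about 55%, limit read from the data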;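 note: 0% = DMSO-treated cells and 100% = wells with medium but no cells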
# Jurkat NFkB inh = inhibitors of the PMA/ionomycin-induced NF-kB reporter in Jurkat cells | PMA/ionomycin-induced NF-kB luciferase reporter, luminescence | inhibition, % at 4 µM | 330,000 compounds, 0.53% hits; in the data active = inhibition above about 50%
# * hit, by the source's call; . = no result given.
# The first three entries, to show the layout:
Structure	CCR6 antag	EBI2 antag	697 NFkB inh	APJ antag	CXCR6 block	UBC13 inh	Gli-Sufu block	Jurkat NFkB inh
CC(=O)NC1=NC(=O)/C(=C/c2cc(C)n(-c3ccc(NC(C)=O)cc3)c2C)S1	23	-4	-8	14	0	-26	-1	-5
COc1ccc2cc(CN(CC3CCCO3)S(=O)(=O)c3ccccc3)c(=O)[nH]c2c1 (stereo unspecified)	4	-11	-24	-11	-5	5	-2	-14
O=C(NCCCCCCNC(=O)OCCO)OCCO	6	-2	-14	-10	-5	-7	-2	13

# The list itself, from the start:
Structure	CCR6 antag	EBI2 antag	697 NFkB inh	APJ antag	CXCR6 block	UBC13 inh	Gli-Sufu block	Jurkat NFkB inh
CC(=O)NC1=NC(=O)/C(=C/c2cc(C)n(-c3ccc(NC(C)=O)cc3)c2C)S1	23	-4	-8	14	0	-26	-1	-5
COc1ccc2cc(CN(CC3CCCO3)S(=O)(=O)c3ccccc3)c(=O)[nH]c2c1 (stereo unspecified)	4	-11	-24	-11	-5	5	-2	-14
O=C(NCCCCCCNC(=O)OCCO)OCCO	6	-2	-14	-10	-5	-7	-2	13
CN1CCN(c2ccc(CNS(=O)(=O)c3ccccc3)cc2)CC1	9	1	-5	-26	5	2	0	-18
CCOc1ccc(N(CC(=O)Nc2ccc(C)c(C)c2)S(C)(=O)=O)cc1	15	-10	-101	-3	10	-7	-45	-73
COc1ccc(S(=O)(=O)Nc2c(NC3CCCCC3)c3ccccc3oc2=O)cc1OC	2	2	0	12	7	8	-11	3
CC(C)(C)c1ccc(NC(=O)CC2(C(F)(F)F)OCCO2)cc1	-5	-14	-70	8	-9	0	-51	-69
Cc1cc(C)n(C2CC(=O)N(c3cccc(Cl)c3)C2=O)n1 (stereo unspecified)	10	0	8	5	2	9	-2	8
O=C(NCc1ccccc1)C(c1ccccc1F)N(C(=O)c1csnn1)C1CCCC1 (stereo unspecified)	12	0	9	5	-4	4	31	-1
Cc1cc(NS(=O)(=O)c2ccc(NC(=O)CSc3nnc(-c4ccco4)n3C)cc2)nc(C)n1	-5	-5	5	-4	5	4	1	4
COc1ccc(-c2csc(/N=C/N(C)C)n2)cc1OC	6	-13	2	-1	1	-1	-27	-17
CCc1ccc(-c2cc(C)no2)cc1S(=O)(=O)NCc1ccccc1OC	12	10	-18	13	13	3	0	-8
COc1ccccc1/C=C/C(=O)NCC(=O)N/N=C(/C)c1ccco1	10	-4	8	16	-4	4	-8	5
Cc1ccnc2nc(C(=O)OCC(=O)N(Cc3ccccc3)C(C)C)nn12	5	-6	1	-6	6	1	1	-6
COc1ccc(N(C(C)C(=O)NN=C2CCCC2)S(C)(=O)=O)cc1 (stereo unspecified)	1	-10	4	11	0	-11	-7	-5
Cc1ccc(CS(=O)(=O)CCC(=O)NCCc2ccccc2)cc1	-3	-4	4	8	-8	2	2	0
O=C(NC(=O)N1CCN(c2ccccc2)CC1)c1ccc(Cl)cc1	7	-2	-29	19	2	-12	1	-40
COc1cccc(CNC(C)C(=O)Nc2ccc(S(=O)(=O)N3CCCC3)cc2)c1 (stereo unspecified)	-3	26	8	-2	-3	-6	0	1
c1ccc2c(CSCCc3ccncc3)cccc2c1	-2	11	5	-5	4	9	-9	13
CCOC(=O)c1c(N2C(=O)C3CC(C)=C(C)CC3C2=O)sc(C)c1C (stereo unspecified)	0	-14	-3	7	-3	-5	4	-6
CCC(=O)c1ccccc1OCCN1C(=O)NC(C)(C)C1=O	9	-6	17	-6	0	5	5	8
C=CCN1C(=S)N[C@@H]2CS(=O)(=O)C[C@@H]21	-1	-1	4	4	-1	1	3	-2
O=C(/C=C/c1ccccc1)Nc1scc(-c2ccccc2)c1C(=O)O	-4	-9	.	.	3	.	-56	.
Cc1cccc(C(=S)N2CCOCC2)n1	-1	-16	18	16	5	0	0	2
CCOC(=O)C(NC(=O)NCc1ccc(OC)cc1)(OCC)C(F)(F)F (stereo unspecified)	-6	-10	14	-12	7	1	-10	-1
O=C(COc1ccccc1)Nc1ccc(Cl)cn1	18	-7	-7	4	-4	6	-1	-39
Cc1ccc(Nc2nnc(SCC(=O)Nc3ncc(S(=O)(=O)c4ccc([N+](=O)[O-])cc4)s3)s2)cc1	-3	4	16	-75	-8	5	31	-5
O=C(COC(=O)CNC(=O)c1ccc([N+](=O)[O-])o1)Nc1ncc(C(F)(F)F)cc1Cl	-16	-14	8	-83	-16	-17	-5	4
O=C(Cn1cnc2ccccc2c1=O)Nc1cccc(S(=O)(=O)N2CCCCC2)c1	8	4	5	-17	-1	10	6	-2
O=C(CN1CCN(Cc2cccc(Cl)c2)C1=O)NCc1cccs1	-1	-8	13	-3	-1	6	6	-2
CCOC(=O)C1CCCN(c2nc(C)nc3c2oc2ccccc23)C1 (stereo unspecified)	-11	32	-18	5	-4	-11	8	7
Fc1ccc(OCCOCCOc2cccc3[nH]ccc23)cc1	11	3	-8	-3	1	-6	4	-12
CCOC(=O)c1cnc(-c2ccccc2)nc1N(C)C	5	-1	-72	-19	2	0	-60	-69
C[C@@H](NC(=O)Cn1cnc2c(OCc3ccccc3)ncnc21)c1cccc2ccccc12	9	11	0	1	12	20	-23	0
Cc1nc(COC(=O)c2ccc(S(=O)(=O)N3CCCC3)cc2)cs1	10	0	11	-3	-1	5	0	-1
CC(C)C[C@H]1CNC(=S)N1CC1CCN(CC2CCC(C(C)(C)C)CC2)CC1 (stereo partly specified)	13	-3	.	.	4	.	11	.
CC[C@]12c3[nH]c4cc(CCC(=O)N(C)C)ccc4c3CCN1C(=O)[C@@H](CC(=O)NCCc1ccccn1)C[C@@H]2C(=O)N1CCN(C(=O)C2CC2)CC1	9	-3	3	.	-1	.	-11	.
COc1ccc(/C=C/C(=O)OC(C)CN2CCCCC2)cc1 (stereo unspecified)	6	1	12	3	2	2	16	5
CN(c1ncnc(N)c1[N+](=O)[O-])C1CCS(=O)(=O)C1 (stereo unspecified)	-11	-6	6	12	-6	12	-20	8
CCOc1ccccc1N1CCN(C(=O)c2cc3cc(OC)ccc3[nH]2)CC1	3	52*	17	-5	-2	5	6	-8
O=C(NC1=NCCS1)c1sc2cc(F)ccc2c1Cl	7	-10	-171	13	2	-12	-64	-131
Cc1cc(=O)n(C)c2ccc(S(=O)(=O)N3CCOCC3)cc12	11	4	13	-9	-10	-10	1	18
COc1ccccc1NC(=O)c1sc2ncn(CC(=O)N3CCC(C)CC3)c(=O)c2c1C	2	7	18	-2	-3	8	-2	22
O=C(N/N=C/c1c[nH]c2ccccc12)c1[nH]c2ccc(Br)cc2c1-c1ccccc1	-12	-3	.	.	-14	.	48	.
CCOC(=O)c1ccc(Oc2nc(NC(C)(C)C)nc(N(C)C)n2)cc1	3	7	1	7	7	8	28	10
CN(C)c1cccc2c(S(=O)(=O)N3CCCC3)cccc12	6	-9	0	-40	-7	0	9	-11
CCO[C@H]1OC(C(=O)NC2CC2)=C[C@@H](c2c[nH]c3ccccc23)[C@@H]1CCCO	-2	-2	8	6	-3	-6	-4	2
CCN(CC)/C(=N\S(=O)(=O)c1ccccc1C)c1ccccc1	2	-19	-6	3	1	-8	4	-1
Cn1cc(S(=O)(=O)CC(=O)Nc2ccc3c(c2)OCCO3)c2ccccc21	-8	-14	-14	-27	-9	-11	7	1
CN(C)S(=O)(=O)c1cccc(COC(=O)c2cccnc2Cl)c1	15	-3	2	0	-3	33	18	-8

# Next section
Structure	CCR6 antag	EBI2 antag	697 NFkB inh	APJ antag	CXCR6 block	UBC13 inh	Gli-Sufu block	Jurkat NFkB inh
CC(NC(=O)c1cc(F)c(F)cc1Cl)c1ccncc1 (stereo unspecified)	2	-11	-19	2	4	9	24	1
CCCCC(=O)NCCNc1nc2c(c(=O)n(C)c(=O)n2C)n1Cc1ccccc1	-18	5	-22	1	3	-6	5	-2
CCOc1cccc(-c2nn3c(-c4cc(C)[nH]n4)nnc3s2)c1	-7	-3	-28	14	-7	-1	0	8
O=C(COC(=O)CCC(=O)Nc1nccs1)NCc1ccco1	4	-9	10	16	1	0	2	3
O=C(NC(=S)N1CCN(c2ccc([N+](=O)[O-])cc2)CC1)c1ccccc1Cl	21	7	-8	5	4	6	11	0
COc1cc(CN2CCN(c3cccc(C)c3C)CC2)cc(OC)c1O	-29	3	4	6	-7	6	12	-6
CCS(=O)(=O)c1ccc2oc(Nc3ccccc3C)nc2c1	21	-3	-50	5	7	2	5	-77
CCOc1ccc(Cc2nnc(SCC(=O)Nc3c(C)cccc3C)[nH]c2=O)cc1	15	-9	10	11	4	2	-7	-2
COc1ccnc(Oc2cc(Cl)cc(Cl)c2)c1C#N	6	-17	-1	7	9	4	5	7
COc1ccc(/C=C/C(=O)OCC(=O)NCCc2ccccc2)c(OC)c1	16	-5	10	-1	-1	18	-2	-5
COc1ccc(NC(=O)CSCc2ccccc2C)cc1	3	-6	-8	-6	-17	6	0	-23
CC(C)(C(=O)c1ccccc1)/[N+]([O-])=C/c1ccc(Br)cc1	5	3	3	-21	-2	-17	-3	-22
COc1ccc2nc(NC(=O)c3ccc(NS(=O)(=O)c4cccs4)cc3)sc2c1	15	4	-45	4	-15	6	-14	3
COc1ccccc1C(=O)NN=C1CCN(Cc2ccccc2)CC1	9	-13	9	-6	-3	2	-3	-5
CC(=O)c1ccccc1OC(=O)CCN1C(=O)C2C3C=CC(C4CC34)C2C1=O (stereo unspecified)	-7	-4	5	-12	-7	-19	1	-8
Cc1ccc(Nc2nnc(SCC(=O)NCCN3C(=O)CSC3=O)s2)cc1	-3	6	-3	-1	6	-2	-15	-48
CCc1nnc(NC(=O)c2n[nH]c(=O)c3ccccc23)s1	8	4	5	-1	-2	17	8	8
O=C(N/N=C/c1ccccc1O)c1ccc2c(c1)OCO2	-1	6	-166	1	6	2	-39	-34
Cc1ccc(N(C(C)C(=O)O)S(=O)(=O)c2c(C)[nH]c(=O)[nH]c2=O)cc1 (stereo unspecified)	1	-2	3	-3	-8	-4	-7	1
C/C=C(\C)C(=O)NCCN1C2=NC[C@@H](C)N2C[C@@H]1Cc1ccc(OC)cc1	-1	-6	4	14	2	4	-6	3
O=C(CSCc1ccccc1)N/N=C/c1cc2c(cc1Br)OCO2	-5	16	-22	-20	-2	7	31	10
CCCc1[nH]nc2c1C(c1ccccc1OC)C(C#N)=C(N)O2 (stereo unspecified)	9	-15	-2	11	6	3	13	6
CC1CCCC(NC(=O)COC(=O)Cc2ccsc2)C1C (stereo unspecified)	6	-7	14	-4	8	2	1	-1
COc1ccc(C(=O)N/C(=C\c2ccccc2)C(=O)N2CCOCC2)cc1	-6	3	15	4	3	-1	-7	-10
COc1ccc(S(=O)(=O)N2CCCCC2)cc1NC(=O)CN1C(=O)NC(C)(C2CC2)C1=O (stereo unspecified)	-3	-16	5	7	-13	18	5	17
CCCCOC(=O)Nc1ccc(S(=O)(=O)Nc2ccc([N+](=O)[O-])cc2)cc1	19	6	8	7	8	-7	-2	1
CCCCCCN[C@H]1CCC2C3CC=C4C[C@@H](O)CC[C@]4(C)C3CC[C@@]21C (stereo partly specified)	21	12	-45	-1	2	26	21	-4
O=C(Cn1nnc(-c2ccccc2F)n1)Nc1ccc2c(c1)OCCO2	5	0	5	-13	9	6	10	-10
CC(C(=O)NC(=O)NC1CCCCC1)N1CCN(c2ccc(O)cc2)CC1 (stereo unspecified)	1	-10	5	-15	-9	2	-3	-10
COc1ccc(Nc2cc(C)nc(-n3nc(C)cc3C)n2)cc1	4	-1	34	-1	4	15	30	69*
COc1cccc(C(=O)N/N=C(\C)c2ccc(NC(=O)Cc3ccccc3)cc2)c1OC	-4	-2	-3	-5	-5	8	10	-31
COc1cc(Cl)cc(C(=O)O)c1OCC(=O)O	-9	-10	-10	-3	1	2	3	-20
